phage Ecoli inh: E. coli growth loss with phage present. growth absorbance. inhibition, % at 11.9 µM. 0.26% of 360,000 active. AID 651602; in the data active = inhibition above about 11%
DAGLB inhibitor: diacylglycerol lipase beta (human) inhibition; Q8NCG7; HEK293T DAGLB membrane lysate, EnzChek fluorogenic substrate; inhibition, % at 5.17 µM; 0.059% of 340,000 active; AID 504411; in the data active = inhibition above about 34%;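 also: 0% = enzyme with vehicle and 100% = wells lacking enzyme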
Target sequence (Q8NCG7 whole entry, looked up): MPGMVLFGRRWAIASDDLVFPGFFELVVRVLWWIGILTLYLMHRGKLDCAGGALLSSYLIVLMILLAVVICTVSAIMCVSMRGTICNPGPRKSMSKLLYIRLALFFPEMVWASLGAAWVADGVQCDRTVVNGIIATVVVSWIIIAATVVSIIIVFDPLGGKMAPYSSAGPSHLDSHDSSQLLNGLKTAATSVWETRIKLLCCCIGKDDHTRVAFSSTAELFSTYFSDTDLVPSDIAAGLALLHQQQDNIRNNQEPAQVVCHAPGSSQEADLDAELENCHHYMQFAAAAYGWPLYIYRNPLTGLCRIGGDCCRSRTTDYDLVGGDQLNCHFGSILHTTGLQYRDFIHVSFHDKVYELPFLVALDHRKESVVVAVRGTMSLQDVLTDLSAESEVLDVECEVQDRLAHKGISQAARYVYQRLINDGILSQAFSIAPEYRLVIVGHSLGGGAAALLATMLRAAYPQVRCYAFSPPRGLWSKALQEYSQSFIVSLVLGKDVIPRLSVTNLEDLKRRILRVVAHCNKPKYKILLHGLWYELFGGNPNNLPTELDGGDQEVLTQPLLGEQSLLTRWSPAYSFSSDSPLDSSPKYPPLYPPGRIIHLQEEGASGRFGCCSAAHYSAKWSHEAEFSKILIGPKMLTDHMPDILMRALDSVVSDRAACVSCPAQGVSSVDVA
Wnt bcat act: activates Wnt/beta-catenin signaling in a reporter cell assay; activator, plate reader; activation, % at 9.35 µM; 1.2% of 300,000 active; AID 743398; in the data active = activation above about 30%, passing the limit was not always enough;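 also: 0% = neutral control wells and 100% = positive control wells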
Tat transport: inhibitors of E. coli Tat protein transport. E. coli MC4100 TorA-mCherry Tat export, fluorescence. inhibition, % at 10 µM. 0.036% of 340,000 active. AID 488895;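 active = mean replicate inhibition at least 50% and at least half of replicates individually reaching 50%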;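 also: exported cargo escapes ClpAP degradation while cytoplasmic cargo is degraded and loses fluorescence; 0% = median of neutral control wells and 100% = median of NaSCN control wells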
PvdQ acylase: P. aeruginosa PvdQ acylase inhibition | inhibition, % at 10 µM | AID 488965 | purified PvdQ acylase, fluorescence plate reader | 0.063% of 340,000 active; in the data active = inhibition above about 30%, passing the limit was not always enough;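 also: 0% = vehicle neutral wells and 100% = reference inhibitor wells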
E coli growth: bacterial growth inhibition, counter-screen for AddAB inhibitors; inhibition, % at 11.9 µM; AID 449728; E. coli V3065 growth, OD600 absorbance, 18 h; 0.27% of 330,000 active;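 active = inhibition above the campaign's mean inhibition across all tested compounds plus 3 SD, cut at about 9.9% in these data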;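 also: uninfected addAB+ strain grown without phage in ampicillin broth; 0% = DMSO wells and 100% = ciprofloxacin 0.95 µg/ml wells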
CAL PDZ FP: human CAL PDZ-peptide interaction inhibition. AID 504414. Q9HD26. 0.02% of 330,000 active. inhibition, % at 20 µM. purified CAL PDZ, TMR-peptide fluorescence polarization, 1 h;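 active = highest replicate inhibition of at least 40%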;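 also: plate controls were DMSO neutral control wells for no effect and unlabeled competitor peptide control wells for full effect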
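Control set: unlabelled peptide and DMSO controls / Material: purified CerCALP PDZ construct / Timing: 1 h incubation at room temperature before polarization reading / Doses: 20 µM, one dose / Detection: fluorescence polarization (mP)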
Rtt109 Vps75: C. albicans Rtt109 histone acetyltransferase inhibition | inhibition, % at 34.9 µM | purified Rtt109/Vps75, ThioGlo CoA-SH fluorescence, 4 h | 0.16% of 330,000 active | AID 540336;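 active = inhibition of at least 50% in every replicate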
Target sequence (Q5AAJ8 whole entry, looked up): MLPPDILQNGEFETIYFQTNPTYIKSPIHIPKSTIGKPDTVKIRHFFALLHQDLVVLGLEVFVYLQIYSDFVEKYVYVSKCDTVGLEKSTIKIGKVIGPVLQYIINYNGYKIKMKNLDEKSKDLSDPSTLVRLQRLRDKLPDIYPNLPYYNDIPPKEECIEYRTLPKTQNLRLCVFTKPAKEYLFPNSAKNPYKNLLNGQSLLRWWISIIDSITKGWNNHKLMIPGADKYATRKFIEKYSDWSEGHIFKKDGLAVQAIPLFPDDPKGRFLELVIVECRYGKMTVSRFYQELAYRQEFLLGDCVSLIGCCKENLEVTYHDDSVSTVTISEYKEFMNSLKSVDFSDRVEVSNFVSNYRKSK
AddAB inh: less growth of phage-infected E. coli with AddAB; AID 435030; inhibition, % at 11.9 µM; E. coli expressing H. pylori AddAB, absorbance growth; 0.29% of 330,000 active; in the data active = inhibition above about 12%;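 also: 0% = vehicle wells of infected cells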
PfHsp90 yeast 2: reduces growth (ATP signal) of yeast expressing P. falciparum Hsp90; S. cerevisiae expressing PfHsp90, BacTiter-Glo ATP, 48 h; yeast lacking PDR1 and PDR3 efflux regulators; AID 504621; inhibition, % at 9.4 µM; 0.32% of 310,000 active;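 active = every replicate shows inhibition above about 80%, whatever the replicate mean, limit read from the data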;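 also: 0% = DMSO neutral controls and 100% = 20 µM radicicol positive controls; yeast relying on Plasmodium falciparum Hsp90 in place of its own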
* hit, by the source's call; / = not tested or not shown; & = joins results of further samples. No enrichment for hits; about 1.9% have a hit in one of these screens.

SMILES	phage Ecoli inh	DAGLB inhibitor	Wnt bcat act	Tat transport	PvdQ acylase	E coli growth	CAL PDZ FP	Rtt109 Vps75	AddAB inh	PfHsp90 yeast 2
COc1ccc(CCNC(=O)/C(C#N)=C2\N=C(NC(=O)c3cccs3)c3ccccc32)cc1	2.8	-4	-1	0	8	-0.3	-0.7	7	3.9	-8
C/C(CC(=O)Nc1cccc(Cl)c1C)=N\NC(=O)Cc1csc(N)n1	2.2	2	-4	-2	-11	0.3	-2.7	1	0.9	15
Cc1cccc(C)c1OCCOC(=O)c1cccc(S(=O)(=O)N2CCOCC2)c1	-1.2	-6	-10	17	7	0.3	-1.8	-17	2.9	5
O=C(O)CC(C(=O)OC1CCCCC1)N1CCOCC1 (configuration not stated)	/	-1	/	4	-5	-0.6	1.2	-9	1.1	8
CCc1ccc(C(=O)COC(=O)c2cccnc2Cl)cc1	3.6	-5	44*	-2	9	-0.9	0.5	1	1.4	1
O=c1oc2ccccc2n1Cc1cccc(Cl)c1	-0.4	-6	-3	-6	-5	-1.1	-0.7	-1	1.0	-42
O=c1c2ccccc2nc2n1C(CSCc1cccc(C(F)(F)F)c1)CS2 (configuration not stated)	2.9	-3	-3	-12	6	0.7	-0.5	4	2.8	1
Cc1cccc(NC(=O)C(c2cccc([N+](=O)[O-])c2)N2CCCCC2)c1 (configuration not stated)	1.4	-3	-3	5	-11	-1.3	-5.1	4	-1.2	-13
O=C(OCCC1Oc2cccnc2NC1=O)c1ccc([N+](=O)[O-])cc1 (configuration not stated)	1.6	/	1	/	/	-0.5	/	/	0.2	/
CC1CCN(S(=O)(=O)c2cccc(C(=O)N(Cc3ccccc3)c3ccccn3)c2)CC1	1.0	-4	-1	0	-5	0.2	-1.4	8	2.1	-8
CCN(C(=O)COC(=O)c1ccccc1Cc1ccccc1)c1c(N)n(Cc2ccccc2)c(=O)[nH]c1=O	4.4	0	-4	7	-1	/	-0.4	12	/	6
CC(C)CCc1noc(CN2CCN(CC(=O)NC(C)C)CC2)n1	2.2	0	-1	-1	1	0.2	0.1	16	2.3	1
Cc1ccc2[nH]c3c(c2c1)CN(C(=O)CN1CCN(Cc2ccc4c(c2)OCO4)CC1)CC3	5.1	3	-1	3	-10	-0.6	-0.2	4	1.1	28
CN(CCC(=O)Nc1ccc(Br)cc1)Cc1ccccc1	/	-2	/	2	7	0.0	-0.9	1	4.0	/
COc1ccc(N2CC(C(=O)OCC(=O)Nc3cccc(C)c3)CC2=O)cc1 (configuration not stated)	-0.4	0	0	2	-13	1.3	-3.0	2	2.0	-36
O=C(OCc1nnc(-c2cccs2)o1)C1=NN(c2ccccc2)C(=O)CC1	2.4	1	4	-3	-12	-1.1	-0.9	-4	-1.8	-9
COc1ccc(C(=O)N2CCc3cc(OC)c(OC)cc3C2c2ccc(OC)c(OC)c2)cc1OC (configuration not stated)	1.8	-1	1	-3	-11	/	/	0	/	-21
Cc1cccc(C)c1OCC(=O)Nc1ccc(NC(=O)c2ccco2)cc1	2.0	0	0	-3	-2	1.4	-1.5	3	3.7	/
COc1ccccc1N=Cc1c(O)c2ccccc2oc1=O	2.9	0	59*	-6	-10	-2.0	-2.1	4	2.6	-3
COC(=O)c1c(NC(=O)c2cccnc2Cl)sc(C(=O)N(C)C)c1C	0.3	1	-1	-3	-13	-0.2	-0.9	-5	3.2	-18
C[C@@H]1C(=O)O[C@@H]2CC34[C@H]5C[C@@H](C(C)(C)C)C36[C@H](OC(=O)[C@@H]6O)OC4(C(=O)O5)[C@@]12O (some centres not stated)	-1.1	-2	1	3	-14	0.9	-1.1	0	2.7	/
CCC(=O)Nc1nnc(-c2ccc(Cl)s2)o1	1.5	-3	3	1	-5	-3.0	-2.5	4	-2.5	-11
Cc1nn(-c2ccccc2)c(N2CCCCC2)c1/C=N/NC(=O)c1ccncc1	3.2	-1	/	4	-13	-4.2	-1.5	-1	2.3	-6
COc1ccc(CCN(C)C(=O)CCNS(=O)(=O)c2ccccc2C(F)(F)F)cc1OC	0.9	1	-3	0	-15	0.2	-1.0	4	1.2	-41
CC(C)(Oc1ccc(Cl)cc1)C(=O)OCC(=O)NCCc1ccccc1	2.9	-6	2	6	-8	0.8	-0.6	-4	2.9	-6
Cc1ccc(Cl)cc1NC(=O)CN1CCN(S(=O)(=O)N2CCOCC2)CC1	1.8	0	-2	-1	6	-2.6	-0.8	7	2.0	-1
CC(C)(C)OC(=O)NCCCCCNC(=O)c1ncn(Cc2ccccc2)c1C(=O)NCCCCCNC(=O)OC(C)(C)C	0.5	-12	-4	19	-1	0.4	0.6	8	0.6	-3
CCOc1ccc(NC(=O)c2cccc(NC(=O)c3ccccc3)c2)cc1	1.7	-1	0	-9	-8	1.0	0.0	-1	3.0	-1
O=C(NC1CCCCC1)N1CCC(n2cnc3ccccc32)CC1	1.1	4	1	-2	-8	0.6	-1.5	0	0.4	/
O=C(NC1CCCC1)C(c1ccc(F)cc1)N(C(=O)c1csnn1)c1ccccc1 (configuration not stated)	1.4	-1	-1	-3	-3	0.4	-1.1	52*	0.7	-7
O=C(O)C1CCN(S(=O)(=O)c2ccc3c(c2)OCCCO3)CC1	0.6	0	-2	3	-15	0.7	-1.6	-5	-0.4	/
Cc1c(S(=O)(=O)N2CCOCC2)c(=O)n(C)c(=O)n1C	4.7	0	0	2	-2	3.4	0.6	-6	-3.2	11
CCN(CC)CCNC(=O)c1ccc(NC(=O)C2CCN(c3ncnc4sc(C)c(C)c34)CC2)cc1	0.7	0	-1	2	5	0.2	-7.8	24	-1.5	-2
CCCCNC(=O)Cn1cnc2ccc(S(=O)(=O)N3CCC(C)CC3)cc2c1=O	2.2	-3	-2	-2	4	-0.5	-3.2	18	4.2	-61
Cc1nn(C)cc1CNC(=O)Nc1cccc(Cl)c1	1.6	2	-6	-4	-13	-1.1	0.2	7	-0.5	-19
Cc1nn(C)cc1NC(=O)CC12CC3CC(CC(C3)C1)C2	2.4	0	/	-3	-3	-1.8	-3.1	-4	2.7	14
O=C(Nc1ccc(Cl)cc1)c1ccc2nsnc2c1	5.6	-7	-1	0	-6	0.3	-0.9	-6	2.1	37
COc1ccccc1N1CCN(C(=O)c2coc(=O)c(Br)c2)CC1	6.1	1	-2	-2	-16	0.9	-0.4	-2	3.1	-8
CC(=O)Nc1cccc(-n2nnc(SCC(=O)c3ccccc3)n2)c1	-1.2	0	60*	1	-15	-1.3	-0.4	-16	1.6	-5
CSCCC(NC(=O)c1ccccc1)C(=O)NCc1ccc(S(N)(=O)=O)cc1 (configuration not stated)	4.7	-2	0	1	-2	2.4	0.8	2	1.2	14
Cc1cc(C)n(-c2ccc(C(=O)OCC(=O)Nc3ccc(S(=O)(=O)N4CCOCC4)cc3)cc2)n1	2.3	-2	-7	-3	-12	-1.6	-2.2	3	-0.5	-6
CCOc1ccccc1Nc1ccc(C(=O)O)cc1N	-0.4	4	1	6	-7	-0.2	0.2	-3	2.0	-1
O=C(c1ccccc1Br)N1CCc2c([nH]c3ccccc23)C1	2.5	-2	-2	7	-10	-0.2	1.3	1	-1.1	37
O=C1C(Nc2ccccc2)=C(NS(=O)(=O)c2ccccc2)C(=O)c2ccccc21	2.0	23	3	7	-10	-0.9	0.9	4	-4.1	-6
O=C(O)c1cc(=O)[nH]c2ccc(S(=O)(=O)Nc3ccc(F)cc3)cc12	-2.0	-4	1	5	12	-1.6	/	0	-2.4	-6
COc1cccc2sc(N(CCCN(C)C)C(=O)CCS(=O)(=O)c3ccccc3)nc12	1.4	0	-11	-2	-2	-1.6	-2.3	84*	1.4	15
NC(=O)c1ccc(-n2nnnc2SCC(=O)Nc2ccccc2)cc1	1.9	1	1	-4	-12	0.1	0.0	-9	-1.1	-11
CN(C)CCN=Cc1c(O)n(-c2ccc(S(=O)(=O)N3CCOCC3)cc2)c(=O)c2ccccc12	1.4	1	1	5	10	/	-0.9	9	/	-7
Cc1cc(C)cc(NC(=O)c2cccnc2)c1	2.4	-4	0	-1	14	/	-0.8	15	/	-1
CC1CCCC(NC(=O)CSc2nnc(C(F)(F)F)n2C)C1C (configuration not stated)	2.1	0	-1	0	-3	0.0	0.9	-2	0.9	-15
CC(=O)NC(Cc1ccccc1)C(=O)OCC(=O)c1ccc(F)cc1 (configuration not stated)	3.6	-1	-3	0	-11	1.0	-1.2	9	4.0	-37
CC(C)CCn1c(Sc2nc3ccccc3s2)nc2c1c(=O)[nH]c(=O)n2C	-0.2	6	/	0	-6	-2.5	0.1	-3	-6.5	-17
CCc1cccc(OCC2Cn3c(nc4c3c(=O)n(C)c(=O)n4C)O2)c1 (configuration not stated)	2.1	0	3	11	-15	-3.0	-2.5	1	2.5	20
O=C(O)C[C@H]1c2cc(F)ccc2S(=O)(=O)N1C1CCN(Cc2ccccc2)CC1	1.7	-1	-2	-2	-3	0.8	-0.4	-6	3.6	/
O=C(NCCSc1ccccc1)c1ccccc1Cl	4.1	-5	-4	-1	15	1.7	-0.2	-1	1.3	8
CC(=O)N[C@@H]1[C@@H](O)[C@@H]2OC(c3ccccc3)OC[C@H]2O[C@@H]1N=[N+]=[N-] (some centres not stated)	2.0	-1	-2	-8	0	0.6	-1.8	5	2.6	0
CCOC(=O)c1c(C)n(C)c2ccc(OC)c(NC(=O)c3cccs3)c12	2.9	0	/	-12	-8	-0.6	-1.6	6	-0.6	/
CCN(CC)C(=O)c1ccc(Nc2nnc(-c3ccc(O)cc3)c3ccccc23)cc1	3.0	4	0	4	-3	1.9	-0.1	-3	2.5	15
CCOC(=O)CC1COCCN1C(=O)c1cc(COc2ccc(F)cc2Cl)on1 (configuration not stated)	0.9	2	9	-3	-7	0.4	-0.5	-2	-0.4	-8
COc1cc2cc(CCCOC(=O)CCC(=O)O)oc(=O)c2cc1OC	3.3	-2	1	3	11	3.1	-0.1	0	2.4	6

Later entries
SMILES	phage Ecoli inh	DAGLB inhibitor	Wnt bcat act	Tat transport	PvdQ acylase	E coli growth	CAL PDZ FP	Rtt109 Vps75	AddAB inh	PfHsp90 yeast 2
Cc1cccc(C)c1NC(=O)CNC(=O)c1cncc(Br)c1	2.3	-5	-2	6	-22	0.6	-0.9	-6	-0.2	22
Cc1cc(Cl)nc(Cl)c1C(=O)NCCc1ccccc1	2.6	1	7	2	-15	-3.1	-0.5	12	1.4	2
COC(=O)c1ccccc1NC(=O)C1CCC(=O)N1S(=O)(=O)c1ccc(C)cc1 (configuration not stated)	1.3	2	-1	-20	10	3.1	-0.3	7	0.3	-3
CCCCNc1c(-c2ccc(SC3CCCCC3)cc2)nc2cnccn12	2.9&2.8	-4	9&3	-3	-2	-1.7	-1.6	1	1.1	-16

Structures listed so far marked active in Rtt109 Vps75:
Molecule | phage Ecoli inh | DAGLB inhibitor | Wnt bcat act | Tat transport | PvdQ acylase | CAL PDZ FP | Rtt109 Vps75 | AddAB inh | PfHsp90 yeast 2
O=C(NC1CCCC1)C(c1ccc(F)cc1)N(C(=O)c1csnn1)c1ccccc1 (configuration not stated) | 1.4 | -1 | -1 | -3 | -3 | -1.1 | 52* | 0.7 | -7
COc1cccc2sc(N(CCCN(C)C)C(=O)CCS(=O)(=O)c3ccccc3)nc12 | 1.4 | 0 | -11 | -2 | -2 | -2.3 | 84* | 1.4 | 15

For reference, some entries already given:
SMILES	phage Ecoli inh	DAGLB inhibitor	Wnt bcat act	Tat transport	PvdQ acylase	E coli growth	CAL PDZ FP	Rtt109 Vps75	AddAB inh	PfHsp90 yeast 2
COC(=O)c1ccccc1NC(=O)C1CCC(=O)N1S(=O)(=O)c1ccc(C)cc1 (configuration not stated)	1.3	2	-1	-20	10	3.1	-0.3	7	0.3	-3
CCCCNc1c(-c2ccc(SC3CCCCC3)cc2)nc2cnccn12	2.9&2.8	-4	9&3	-3	-2	-1.7	-1.6	1	1.1	-16

Source: PubChem
